# Screening data as filed in PubChem BioAssay.
# STK33 kinase inh: human STK33 kinase inhibition; Q9BYT3; purified STK33, MBP phosphorylation, ADP-Glo luminescence; inhibition, % at 10 µM; 320,000 tested, 0.073% active; AID 2661;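 active = inhibition at or above 25%, using the most active replicate where run in duplicate; inactive = inhibition below 25%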
# Target sequence (Q9BYT3 whole entry, looked up): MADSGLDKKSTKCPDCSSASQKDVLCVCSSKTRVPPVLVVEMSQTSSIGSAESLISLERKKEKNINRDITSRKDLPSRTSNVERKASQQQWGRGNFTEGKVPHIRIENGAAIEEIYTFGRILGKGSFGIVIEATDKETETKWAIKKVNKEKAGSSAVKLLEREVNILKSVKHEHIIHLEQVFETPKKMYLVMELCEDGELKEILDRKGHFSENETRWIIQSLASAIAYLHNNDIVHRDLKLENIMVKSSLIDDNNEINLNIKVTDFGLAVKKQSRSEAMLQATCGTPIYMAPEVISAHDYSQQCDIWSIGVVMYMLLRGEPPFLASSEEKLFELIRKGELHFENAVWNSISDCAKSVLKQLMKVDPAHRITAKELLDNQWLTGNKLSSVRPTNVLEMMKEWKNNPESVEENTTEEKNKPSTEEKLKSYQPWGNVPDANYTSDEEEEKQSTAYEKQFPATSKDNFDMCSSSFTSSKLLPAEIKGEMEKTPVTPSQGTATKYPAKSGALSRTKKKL
# OX1R antag-1: OX1R (human) antagonism; AID 485270; 330,000 tested, 1.8% active; OX1R-expressing cells, FRET antagonist read-out; inhibition, % at 6.6 µM; in the data active = inhibition mostly above about 38%, no sharp cut-off; inactive = mostly below about 40%;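 also: 0% = agonist challenge alone and 100% = reference antagonist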
# Target sequence (O43613 whole entry, looked up): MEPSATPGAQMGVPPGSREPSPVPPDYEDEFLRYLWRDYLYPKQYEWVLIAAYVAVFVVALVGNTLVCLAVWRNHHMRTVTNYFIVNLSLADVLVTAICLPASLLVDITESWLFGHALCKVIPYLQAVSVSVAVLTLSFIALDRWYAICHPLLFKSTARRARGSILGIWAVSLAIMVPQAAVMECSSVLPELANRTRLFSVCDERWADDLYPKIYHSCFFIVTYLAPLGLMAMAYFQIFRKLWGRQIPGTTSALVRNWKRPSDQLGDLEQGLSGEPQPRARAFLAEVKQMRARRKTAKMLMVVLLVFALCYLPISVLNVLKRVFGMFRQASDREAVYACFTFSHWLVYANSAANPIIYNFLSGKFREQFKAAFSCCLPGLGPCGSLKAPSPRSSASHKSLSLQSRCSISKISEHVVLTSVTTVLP
# OX1R antag-2: blocks the human orexin 1 receptor; inhibition, % at 5 µM; 330,000 tested, 0.43% active; CHO/OX1R cells, Fluo-8 calcium fluorescence, orexin A; AID 434989;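 active = inhibition above its plate's threshold, mean inhibition of all tested compounds on the plate plus 3 SD, cut at about 37% in these data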;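 also: 0% = orexin A challenge wells and 100% = SB-334867-A antagonist wells; not every result past the cut was called active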
# Starred values were filed as active, the others as inactive; · = no result given.
molecule	OX1R antag-2	OX1R antag-1	STK33 kinase inh
O=C(Nc1nc2c(s1)COc1ccccc1-2)c1cccs1	-23	56*	-0.1
COc1ccc(NC(=O)COc2ccc(C(=O)NC3CCCc4ccccc43)cc2OC)cc1 (stereo not given)	-21	13	0.8
COc1ccc(NC(=O)CSc2nnc(Cc3ccccc3)c(=O)n2N)c(OC)c1	-16	6	0.4
CCCCCCc1nc(C(N)=O)c2[nH]c(=O)n(-c3ccccc3F)c2n1	-8	15	-1.1
CCN(CC(=O)Nc1ccccc1C(F)(F)F)C(=O)CCc1nc2ccccc2c(=O)[nH]1	13	82*	-0.2
CCn1c(SCc2cc(=O)[nH]c3ccccc23)nc2c1c(=O)n(C)c(=O)n2C	-2	10	-3.4
COc1ccc(CCNC(=O)CCN2C(=O)c3cccc4cccc(c34)C2=O)cc1OC	5	7	-0.1
Cc1onc(-c2ccccc2Cl)c1C(=O)Nc1nn[nH]n1	-7	-5	0.0

# Not a retest: entries from further up.
molecule	OX1R antag-2	OX1R antag-1	STK33 kinase inh
O=C(Nc1nc2c(s1)COc1ccccc1-2)c1cccs1	-23	56*	-0.1
COc1ccc(NC(=O)COc2ccc(C(=O)NC3CCCc4ccccc43)cc2OC)cc1 (stereo not given)	-21	13	0.8
COc1ccc(NC(=O)CSc2nnc(Cc3ccccc3)c(=O)n2N)c(OC)c1	-16	6	0.4
CCCCCCc1nc(C(N)=O)c2[nH]c(=O)n(-c3ccccc3F)c2n1	-8	15	-1.1

# Continuation:
molecule	OX1R antag-2	OX1R antag-1	STK33 kinase inh
Cc1cc(-c2csc(N)n2)c(C)n1-c1ccccc1	-11	7	1.4
Cc1cccc(N2CCN(S(=O)(=O)c3ccc4c(c3)OCCO4)CC2)c1C	-13	29	0.1
Cc1[nH]c(=O)[nH]c(=O)c1S(=O)(=O)N(CC(C)C)CC(C)C	-5	13	0.4
CSc1ccc2c(c1)N(CCC1CCCCN1C)c1ccccc1S2 (stereo not given)	12	11	-0.3
CCCCC1CCC(C(=O)N2CCOCC2)CC1 (stereo not given)	-5	12	-0.5
CC(C)(C)c1cc(NC(=O)NN2CCOCC2)nn1-c1c(Cl)cc(Cl)cc1Cl	-16	7	-0.2
O=C(c1ccc2c(c1)C(=O)N(Cc1ccco1)C2=O)N1CCOCC1	-11	18	-0.8
CCOC(=O)c1c(NC(=O)C2C3C=CC(C3)C2C(=O)O)sc2c1CCC(C)C2 (stereo not given)	-3	3	-0.5

# Remaining list, next part
molecule	OX1R antag-2	OX1R antag-1	STK33 kinase inh
O=C(c1cc(C(=O)N2CCN(c3ccc(F)cc3)CC2)cc([N+](=O)[O-])c1)N1CCN(c2ccc(F)cc2)CC1	-11	12	-0.4
CCOC(=O)c1nc(Nc2ccc(C(=O)OC)cc2)c2ccccc2n1	-33	42	-1.1
CC(C)C[C@@H](CSc1ccccc1)N1CCN(C)CCC1=O	-10	10	0.4
CC(C)C(C)NC(=O)CSc1nc2scc(-c3ccco3)c2c(=O)n1-c1ccccc1 (stereo not given)	-35	8	1.4
O=C(C[n+]1ccccc1)N/N=C/c1cc(Br)ccc1F	-15	14	0.1
CC(C)C(c1nnnn1Cc1ccc(F)cc1)N1CCC(C(N)=O)CC1 (stereo not given)	-32	26	-0.6
N#CCCn1nc(-c2ccc([N+](=O)[O-])cc2)cc1Nc1ccccc1NC(=O)C(F)(F)F	-9	10	-1.3
CC(C)CC(C(=O)OCC(=O)Nc1ncc(Cl)cc1Cl)N1C(=O)c2ccccc2C1=O (stereo not given)	-24	14	-0.5

# (list continues)
molecule	OX1R antag-2	OX1R antag-1	STK33 kinase inh
CC(C)(C)NC(=O)C(c1ccccc1)N(C(=O)c1ccco1)C1CC1 (stereo not given)	-5	7	3.1
CC1CN(C(=O)CNC(=O)COc2ccccc2)CC(C)O1 (stereo not given)	-14	7	2.3
COC(=O)N/N=C/c1ccc(-c2cc(Cl)ccc2Cl)o1	-15	59	-1.2
CC(C)NC(=O)CSc1ccccc1C(=O)NCc1ccc2c(c1)OCO2	-20	2	-2.3
Cn1c(SCc2cnc(-c3ccccc3)s2)nnc1C1COc2ccccc2O1 (stereo not given)	-20	37	-0.4
COC(=O)c1ccc(OC(=O)c2nn(C)cc2Cl)c(OC)c1	-7	14	-0.1
CC(C)Oc1ccc(C2CCC(=O)NC2=O)cc1 (stereo not given)	-17	14	-2.7
COc1ccccc1CNC(=O)C(C)NS(=O)(=O)c1ccccc1 (stereo not given)	-17	15	-0.9

# More entries follow:
molecule	OX1R antag-2	OX1R antag-1	STK33 kinase inh
CCCn1c(N)c(C(=O)CN2CCc3ccccc3C2)c(=O)n(C)c1=O	-32	3	-1.2
Cc1cc(C)nc(NS(=O)(=O)c2ccc(N/C=C/C(=O)c3ccc(Cl)cc3)cc2)n1	-30	0	·
CCN1C(=O)/C(=C2/C(=O)N3c4c(cc(OC(C)=O)cc42)C(C)=CC3(C)C)SC1=S	-27	9	0.3
O=C(CCN1CCCCCC1)Nc1cccc(F)c1	-1	-2	-0.5
O=C(O)c1ccc2c(c1)N(Cc1ccccc1F)C(=O)c1ccccc1S2=O (stereo not given)	-18	13	0.7
CCCN(CC(=O)Nc1ccccc1OC)C(=O)c1ccc2ncsc2c1	-5	-3	-0.9
CCOC(=O)C1=C(C)NC(=O)NC1c1ccccc1 (stereo not given)	1	15	-2.0
CCCc1cc(C(=O)Nc2ccc(C#N)cc2)no1	-8	21	-0.7

# More records.
molecule	OX1R antag-2	OX1R antag-1	STK33 kinase inh
Cc1ccc(S(=O)(=O)CCC(=O)N(CCCN2CCOCC2)c2nc3ccccc3s2)cc1	-34	21	-0.2
CCN(CC)C(=O)N1CCc2ccccc2C1CN1C(=O)c2ccccc2C1=O (stereo not given)	-37	23	-0.3
COc1ccc(C(=O)NNC(=O)CN2CCN(c3nc(-c4ccccc4)cs3)CC2)cc1	-34	9	0.5
CCO[C@H]1OC(C(=O)N2CCCCCCC2)=C[C@@H](C)[C@@H]1CCCO	-19	10	-2.7
COc1ccc(CC(=O)Nc2sc(Cc3ccccc3)c(C)c2C(N)=O)cc1	-2	7	-1.1
Cc1cccc(C)c1NC(=O)CC(NCc1ccco1)C(=O)O (stereo not given)	-12	1	3.9
O=C(C1CCN(S(=O)(=O)c2ccc(F)cc2)CC1)N1CC=C(c2ccccc2)CC1	-15	15	0.1
CN(C)C(CNc1ccc(S(C)(=O)=O)cc1[N+](=O)[O-])c1ccccc1 (stereo not given)	-25	33	-2.5

# Part of the list above, limited to OX1R antag-2:
SMILES,OX1R antag-2
Cc1ccc(S(=O)(=O)CCC(=O)N(CCCN2CCOCC2)c2nc3ccccc3s2)cc1,-34
CN(C)C(CNc1ccc(S(C)(=O)=O)cc1[N+](=O)[O-])c1ccccc1 (stereo not given),-25
CCN(CC)C(=O)N1CCc2ccccc2C1CN1C(=O)c2ccccc2C1=O (stereo not given),-37
O=C(C1CCN(S(=O)(=O)c2ccc(F)cc2)CC1)N1CC=C(c2ccccc2)CC1,-15
COc1ccc(C(=O)NNC(=O)CN2CCN(c3nc(-c4ccccc4)cs3)CC2)cc1,-34
Cc1cccc(C)c1NC(=O)CC(NCc1ccco1)C(=O)O (stereo not given),-12

# Next section.
molecule	OX1R antag-2	OX1R antag-1	STK33 kinase inh
CC(NC(=O)CN(C)S(=O)(=O)c1ccc(F)cc1)C1CC2CCC1C2 (stereo not given)	-17	4	0.4
CN(C)C=C1C(=O)c2ccccc2C1=O	-23	18	10
CCCSc1nnc2nc(C)cc(C)n12	0	13	-2.3
Oc1ccc(N=Nc2ccc3c(c2)OCO3)c2ccccc12	16	4	-1.5
CCN(CC)c1ccc(NC(=O)COC(=O)/C=C/c2nc3ccccc3s2)cc1	-32	14	0.3
O=C(Nc1ccccc1)Nc1csc2ccccc12	3	13	-1.1
COC(=O)C1=C(C)N(c2cc(C)cc(C)c2)/C(=C/c2ccc(O)cc2)C1=O	-22	6	-0.9
Cc1ccc(C)c(N2CCN(C(=O)c3ccc(N4CCOCC4)c([N+](=O)[O-])c3)CC2)c1	-14	49	-1.9

# Continuation:
molecule	OX1R antag-2	OX1R antag-1	STK33 kinase inh
Cc1ccc(S(=O)(=O)N/N=C\c2cccnc2)cc1	0	8	-1.0
S=C(NCc1ccccc1)NNc1nc2ccccc2[nH]1	-38	8	-0.3
CCSc1nc(O)c(Cc2ccccc2)c(=O)[nH]1	-20	23	-1.2
O=C1CCc2cc(S(=O)(=O)NCc3ccc(F)cc3)cc3c2N1CCC3	-12	12	-1.4
CC(=O)Nc1sc(N/N=C/c2ccc(O)cc2)nc1-c1ccc(C)cc1	-18	13	-0.5
Cc1c(Cl)cnc(NC(=O)COC(=O)c2cccs2)c1Cl	-16	4	0.8
CCN(CC)c1ccc(C=Nc2ccc(C)cc2)c(O)c1	-21	21	0.4
Cc1cc(C)c2c(n1)sc1c(=O)n(Cc3ccc(F)cc3)cnc12	-4	0	-1.2

# Other results follow:
molecule	OX1R antag-2	OX1R antag-1	STK33 kinase inh
COc1ccccc1NC(=O)Cn1c(=O)sc2ccccc21	-11	8	-3.1
CCCCN(C(=O)c1ccc(C)c(S(=O)(=O)N2CCOCC2)c1)c1c(N)n(CCCC)c(=O)[nH]c1=O	-22	25	0.0
Cc1ccc(C(=O)Nc2ccc(C(=O)O)cc2NC(=O)c2ccc(C)cc2)cc1	-2	6	-0.7
CC(OC(=O)c1nc(Cl)ccc1Cl)C(=O)Nc1ccc2c(c1)OCCO2 (stereo not given)	-20	14	-2.3
Cc1cc(C)c(S(=O)(=O)N2CCN(S(=O)(=O)N3CCC(C)CC3)CC2)c(C)c1	-12	15	-2.2
COc1cccc(C(=O)CN(C(=O)c2ccc(Cl)c(Cl)c2)N2C(=O)C3CCCCC3C2=O)c1 (stereo not given)	-27	33	0.8
O=c1[nH][nH]c(-c2ccccc2)c1C=Nc1ccc(F)cc1F	5	6	-1.4
Cc1nn(CC(=O)NC2(C#N)CCCCC2)c(C)c1[N+](=O)[O-]	-16	3	-1.0

# Continuation:
molecule	OX1R antag-2	OX1R antag-1	STK33 kinase inh
COCCCNC(=O)c1c(-c2ccccc2)noc1C	-5	18	0.3
CCCCN(C(=S)Nc1ccc(F)cc1)c1c(N)n(CCC)c(=O)[nH]c1=O	-8	-1	-0.7
CC(C)(C)c1ccc(C(=O)Nc2cccc(-n3cnnn3)c2)cc1	14	13	-0.2
O=C(/C=C/c1ccco1)Nc1ccc(Cl)c(S(=O)(=O)N2CCOCC2)c1	-14	12	0.6
Cc1nc(N2N=C3/C(=C/c4ccc(F)cc4)CCCC3C2c2ccc(F)cc2)sc1C(=O)N(C)C (stereo not given)	-32	10	·
COc1ccc(Br)cc1S(=O)(=O)N1CCN=C1C	-42	8	-0.9
CCCn1nnc(NC(=O)c2ccc(-c3cc(Cl)ccc3Cl)o2)n1	-24	18	2.3
O=C(Cn1cc2c(n1)CCCC2)NC1CCN(Cc2ccccc2)CC1	-10	9	-0.5

# Remaining list, next part.
molecule	OX1R antag-2	OX1R antag-1	STK33 kinase inh
Cc1ccc(C(=O)N(CC(=O)Nc2ccc(Cl)c(Cl)c2)Cc2ccco2)cc1	-15	6	-0.9
O=C(CN(CC1CCCO1)C(=O)Cn1nnc(-c2ccc(F)cc2)n1)NC1CCCCC1 (stereo not given)	-28	8	0.5
CCN1C(=O)[C@H]2[C@H]3CN=C(SCc4ccc(Cl)cc4)N3[C@@](CC)(C(=O)OC)[C@H]2C1=O	-8	11	·
CS(=O)(=O)N(CC(=O)N/N=C/c1cccc2c1OCCO2)c1ccccc1Br	-17	11	3.0
CCOc1ccc(N2CC(C(=O)N/N=C/c3sccc3C)CC2=O)cc1 (stereo not given)	-26	9	-1.1
CCOC(=O)CSc1nnc2cc(C)c3ccccc3n12	1	20	0.1
N/C(=N\OC(=O)COc1ccccc1)c1ccc(Cl)cc1	-12	6	-1.1
CN(CCCC1CCCC1)C(=O)c1cc(COc2ccc(F)cc2F)on1	-38	5	1.9

# Quoted at random: three compounds from above
molecule	OX1R antag-2	OX1R antag-1	STK33 kinase inh
CCOc1ccc(N2CC(C(=O)N/N=C/c3sccc3C)CC2=O)cc1 (stereo not given)	-26	9	-1.1
CS(=O)(=O)N(CC(=O)N/N=C/c1cccc2c1OCCO2)c1ccccc1Br	-17	11	3.0
CN(CCCC1CCCC1)C(=O)c1cc(COc2ccc(F)cc2F)on1	-38	5	1.9

# Remaining list, next part:
molecule	OX1R antag-2	OX1R antag-1	STK33 kinase inh
CCn1cc(C(=O)NCCCN2CCC(C)CC2)c2cc(OC)c(OC)cc2c1=O	-2	3	-0.5
O=C1c2cccc3cccc(c23)C(=O)N1CCN1CCN(CC(O)COCc2ccc(Cl)cc2)CC1 (stereo not given)	-31	26	-1.2
CCOC(=O)c1c(NC(=O)Cn2nnc(-c3ccc(Cl)cc3)n2)sc(CC)c1C	-40	-1	-0.3
CCOc1ccccc1NC(=O)c1cnc2n(c1=O)CCS2	-7	36	-0.7
[N-]=[N+]=CC(=O)c1ccnc(C(=O)C=[N+]=[N-])c1	-6	63	1.1
O=C(CNc1cccc(Cl)c1)c1ccc(Cl)cc1	4	11	-0.6
COc1cc2c(cc1OC)CN(C(=O)CCCOc1ccc(Cl)cc1Cl)CC2	-19	14	-0.7
Cc1cc(C(=O)N/N=C/c2ccc(-c3ccc(C)c(Cl)c3)o2)n[nH]1	-6	12	-0.2

# The list continues:
molecule	OX1R antag-2	OX1R antag-1	STK33 kinase inh
CSCCC(NC(=O)c1ccco1)C(=O)NNC(=O)c1n[nH]c(=O)c2ccccc12 (stereo not given)	-6	4	-0.1
Nc1nc(-c2cccnc2)nc(N2CCCCC2)n1	0	16	-0.4
COc1ccc(-c2c(C)c3cc(O)ccc3oc2=O)cc1	-2	9	-0.5
O=C(Cc1ccc2c(c1)OCO2)NN=Cc1ccc([N+](=O)[O-])o1	-6	34	-1.2
CC(C)(C)Nc1nc(-c2ccc3c(c2)CCN3C(=O)C2CC2)cs1	-35	21	-0.5
CCN(CC)C(=O)C1CCCN(c2ccccc2[N+](=O)[O-])C1 (stereo not given)	-5	30	-4.4
